Screens (PubChem BioAssay)
Vif imaging: HIV Vif inhibition | HEK293T cells, Vif self-association by quenched fluorescence, imaging, 24 h | actives 0.35% (n = 340,000) | inhibition, % at 7.49 µM; in the data active = inhibition above about 50%, passing the limit was not always enough; also: some results filed as inactive read as strong as hits
HTR2A ag: agonists of mouse serotonin 5-HT2A receptor (HTR2A); P35363; CHO-K1 mHTR2A beta-arrestin complementation, luminescence; percent of 30 µM serotonin response; activation, % at 7.6 µM; actives 0.66% (n = 360,000); AID 624169;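 active = activation above a run cutoff, the mean activation of all tested compounds plus 3 SD, cut at about 14% in these data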;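 also: 0% = plate median of compound wells and 100% = 30 µM serotonin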
aDG glyco up: alpha-DG glycosylation activation | Pro5-aDG cells, alpha-DG glycosylation AlphaScreen (IIH6); 0% Pro5, 100% B10-LARGE cell signal | actives 0.22% (n = 360,000) | AID 624168 | activation, % at 10 µM;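 active = activation of at least 8% versus controls, or a plate z-score of at least 8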;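 also: Pro5 are CHO cells carrying HIG-tagged alpha-DG that lacks glycosylation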
Glyco luc inh: blocks N-linked glycosylation in D54 reporter cells | D54 ERlucT glycosylation luciferase reporter, 24 h; percent of 100 nM tunicamycin response | reporter increase, % at 12.5 µM | actives 0.23% (n = 360,000) | AID 588692;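 active = mean luciferase reporter signal, scaled so untreated is 0 and the glycosylation-blocking control 100, at or above a set limit in every replicate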;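 also: luciferase carries N-glycosylation sites so blocking glycosylation raises the light; 0% = median of neutral control wells and 100% = median of 100 nM tunicamycin wells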
iPSC survival up: increases survival of single human iPS cells. hiPSC single-cell survival, ATPlite luminescence; 100% = ROCK inhibitor wells, 0% = DMSO. survival enhancement, % at 20 µM. actives 0.044% (n = 360,000); in the data active = survival enhancement above about 18%;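 also: cells exposed to compounds for 16 hours before the ATP read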
Granule exo inh: blocks lytic granule exocytosis; actives 0.66% (n = 360,000); TALL-104 LAMP-1 surface exposure, flow cytometry; cells stimulated with thapsigargin and PMA; inhibition, % at 10 µM; AID 651702;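 active = inhibition above about 55%, limit read from the data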
H9c2 protect: myocardial damage modulation in H9c2 cells; H9c2 cardiomyocytes, H2O2 injury protection, ATPLite, 2 h; protection from H2O2 cell death, % at 20 µM; actives 0.63% (n = 360,000); AID 588492;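 active = compounds giving at least 50% protection of heart cells from peroxide-induced death in the single-dose screen, raw or plate-pattern-corrected value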;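 also: 0% = DMSO wells with peroxide and 100% = DMSO wells without peroxide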
ABCB6 inh 2: human ABCB6 transporter inhibition; Q9NP58; K562-ABCB6 porphyrin accumulation, flow cytometry, 1 h; stronger effect = lower value; fluorescence ratio to DMSO, % at 10 µM; actives 0.19% (n = 360,000);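 active = fluorescence ratio to DMSO below 75%, the collection mean minus 3 SD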;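 also: signal is porphyrin accumulated inside mitochondria; 100% equals median channel fluorescence of DMSO control wells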
Target sequence (Q9NP58 whole entry, looked up): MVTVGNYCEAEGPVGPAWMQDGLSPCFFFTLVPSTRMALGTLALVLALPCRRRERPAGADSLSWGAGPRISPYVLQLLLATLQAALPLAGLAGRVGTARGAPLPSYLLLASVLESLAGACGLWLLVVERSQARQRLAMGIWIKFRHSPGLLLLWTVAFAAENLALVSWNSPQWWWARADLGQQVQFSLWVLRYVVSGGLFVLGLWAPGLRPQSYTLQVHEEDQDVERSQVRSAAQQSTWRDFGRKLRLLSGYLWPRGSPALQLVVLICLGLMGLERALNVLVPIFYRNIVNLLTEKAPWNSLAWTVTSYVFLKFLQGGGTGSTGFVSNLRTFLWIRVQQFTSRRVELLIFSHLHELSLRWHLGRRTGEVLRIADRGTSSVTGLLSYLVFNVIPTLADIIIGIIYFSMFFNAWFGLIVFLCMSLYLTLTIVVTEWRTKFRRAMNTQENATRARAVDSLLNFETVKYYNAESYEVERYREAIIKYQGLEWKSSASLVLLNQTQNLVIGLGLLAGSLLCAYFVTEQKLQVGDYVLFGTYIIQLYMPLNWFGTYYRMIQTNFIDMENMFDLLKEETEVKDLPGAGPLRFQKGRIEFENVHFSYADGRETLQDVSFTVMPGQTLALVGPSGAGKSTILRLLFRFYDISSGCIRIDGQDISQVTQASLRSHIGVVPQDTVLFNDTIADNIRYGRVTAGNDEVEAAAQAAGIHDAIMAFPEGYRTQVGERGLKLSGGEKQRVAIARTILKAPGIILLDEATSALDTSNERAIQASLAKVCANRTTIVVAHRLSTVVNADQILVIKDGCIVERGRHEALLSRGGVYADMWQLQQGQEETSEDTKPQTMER
PDI turbidity: inhibitors of human protein disulfide isomerase; PDI insulin aggregation turbidity, A650, 90 min; inhibition, % at 10 µM; actives 0.052% (n = 350,000); AID 588391;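 active = mean inhibition across replicates of 30% or more, whatever share of single replicates reach that level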;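 also: absorbance from insulin aggregation driven by PDI reduction with DTT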
CaV13 FRET inh: Disruptors of the CACNA1D IQ motif to Ca2+-dependent inactivation inhibitor domain association, primary screening, Förster resonance energy transfer in intact living …; actives 0.098% (n = 340,000); HEK cells, CFP/YFP FRET ICDI-IQ, plate reader, 10 min; percent FRET-ratio fall versus neutral wells; inhibition, % at 12.3 µM; AID 743397;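 active = mean replicate inhibition of at least 30% and at least 1% of replicates passing that level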;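 also: 0% = median of the neutral control wells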
Starred values were filed as active, the others as inactive; · = not tested or not shown.

SMILES	Vif imaging	HTR2A ag	aDG glyco up	Glyco luc inh	iPSC survival up	Granule exo inh	H9c2 protect	ABCB6 inh 2	PDI turbidity	CaV13 FRET inh
COc1ccccc1NS(=O)(=O)c1ccccc1C#N	-8	0	0.1	1	-0.8	-1	0	104	-1	·
CC1(C(=O)NS(=O)(=O)c2cccs2)CCN1C(=O)c1ccco1 (centres undefined)	-3	9	-0.1	0	2.4	1	3	96	-4	-17
Nc1c(-c2ccccc2)cnc2cc(-c3ccccc3)nn12	-10	2	0.8	-10	-3.0	0	-24	101	-7	-5
OCCN1CCN(c2ncnc3scc(-c4ccc(F)cc4)c23)CC1	11	16*	-0.1	-4	0.2	-2	-3	97	-8	-6
C=CCN1C(=O)c2oc3ccccc3c(=O)c2C1c1ccc(O)c(OC)c1 (centres undefined)	-4	2	0.0	1	0.2	6	2	103	-6	-5
O=S1(=O)NC2c3ccccc3CC2O1 (centres undefined)	·	2	0.0	-1	0.3	3	0	103	-1	-9
CCC1CCCCN1CCCNC(=O)C1CC(=O)N(CCc2ccccc2)C1 (centres undefined)	-6	-3	0.0	2	0.4	1	5	96	0	-2
CCCc1cc(=O)[nH]c(=S)[nH]1	7	-2	0.0	2	7.8	-5	3	99	-3	-4
O=C(NC(Cc1ccccc1)C(=O)O)c1cccnc1Cl (centres undefined)	13	3	-0.2	0	-0.3	1	0	101	-2	-5
O=C(Cc1ccc(S(=O)(=O)N2CCCC2)s1)N1CCOCC1	8	-1	0.1	-1	2.9	-2	4	99	-1	-4
O=C(CSc1ncn(-c2ccccc2)n1)NCc1ccccc1	-9	-1	-0.2	1	-0.1	0	-1	91	0	-3
COc1ccccc1CO/N=C/NC(=O)c1c(OC)ccnc1Oc1ccc(F)cc1	15	-8	-0.1	0	2.9	-3	14	95	13	-8
O=C(NCc1nnc(SCC(=O)N2CCN(c3ccccc3)CC2)o1)c1ccco1	1	-5	-0.1	0	0.0	-2	-4	95	-3	·
CC(C)(C)c1cc(NC(=O)COC(=O)c2ccc3c(=O)n4c(nc3c2)CCC4)n(-c2ccccc2)n1	·	2	-0.1	2	-2.7	-1	-20	69*	3	·
Cc1[nH]nc2c1C(c1ccc(-c3ccc(Cl)cc3)o1)C(C#N)=C(N)O2 (centres undefined)	-1	8	0.3	29*	-0.5	0	-4	97	-9	-4
CCC(C(=O)Nc1cc(Cl)c(OC)cc1OC)c1ccccc1 (centres undefined)	-5	5	0.4	3	0.8	-2	3	98	2	-7
Nn1c(SCC(=O)Nc2ccc3c(c2)OCCO3)nnc1-c1ccncc1	3	-2	-0.5	6	0.5	-2	6	93	2	-7
OCCC1CN(CCCc2ccccc2)CCN1CCc1ccccc1 (centres undefined)	-5	-7	0.0	0	-0.8	61*	1	102	-1	-19
CC1CCCC(C)N1c1ccc(S(=O)(=O)N2CCOCC2)cc1Cl (centres undefined)	0	10	0.0	-1	-0.6	-15	-18	96	-2	-2
CCOC(=O)c1c(C)nc(C)c(C(=O)OCC)c1-c1ccc(OC)cc1	-15	-4	0.0	-3	-2.6	-2	-1	96	0	-7
O=C(Nc1cc(C(=O)N2CCCC2)ccc1N1CCCC1)c1ccccc1	-6	2	0.7	-1	0.0	5	4	101	-5	-7
CN1CCN(c2ccccc2NC(=O)Cc2ccc(Cl)cc2)CC1	18	-2	-0.1	-3	1.3	-2	3	101	-9	-8
COc1ccc(OC)c(CN2CCCC(C(=O)c3ccccc3SC)C2)c1 (centres undefined)	8	-3	-0.1	-1	0.7	1	-6	95	-15	-2
COc1ccccc1OCCCCCCN1CCN(C)CC1	4	-3	-0.5	1	0.2	2	-2	100	1	-5
Cc1c(C(=O)N2CCN(c3ncccn3)CC2)sc2nc3n(c(=O)c12)CCCC3	-10	-1	-0.3	-1	4.5	-2	5	94	-2	-4
COC(=O)CC1(C(=O)OC)Nc2cc(Cl)c(Cl)cc2S(=O)(=O)N1O (centres undefined)	7	-5	0.0	1	2.4	2	7	97	2	-5
COc1ccc(-c2nnc(CSc3nc4ccccc4c(=O)n3C)o2)cc1OC	-6	7	0.7	2	5.2	2	1	101	2	-4
O=C(NCc1ccccc1)C1CCCN1S(=O)(=O)c1cccc2cccnc12 (centres undefined)	-3	-6	0.3	-1	5.3	-1	3	102	-9	19
Cc1cccc(N2CCN(C(=O)Cc3ccc(-n4c(=O)[nH]c5ccsc5c4=O)cc3)CC2C)c1 (centres undefined)	-7	2	-0.1	1	-0.3	2	1	94	13	-5
O=C(Nc1cccc(Cl)c1)c1cc([N+](=O)[O-])ccc1N1CCN(CCO)CC1	-2	-13	-0.4	-2	0.3	-2	-4	105	-1	-6
O=C(Cn1cc(CNC(=O)C2CCCCC2)nn1)Nc1cc(C(F)(F)F)ccc1Cl	4	-2	0.2	3	2.7	-7	-3	99	-4	-4
COc1ccc(S(=O)(=O)NCC(c2cccnc2)N2CCN(c3ccccc3OC)CC2)cc1C (centres undefined)	-6	-1	-0.1	2	6.2	5	2	97	0	·
CC(C)c1ccc(/C=C/C(=O)O)cc1	25	-2	-0.1	0	-0.5	9	-3	96	-8	-2
Cc1noc(C)c1NC(=O)N(C)C[C@H]1Oc2ccc(NC(=O)Cn3cnnn3)cc2C(=O)N([C@H](C)CO)C[C@@H]1C	-3	-3	0.6	2	-1.4	1	3	98	10	-5
Cc1ccccc1Nc1nc(NCc2ccco2)c2ccccc2n1	12	-12	3.8	-7	-0.3	82*	-16	98	5	10
COc1ccc(S(=O)(=O)N2CCOCC2)cc1NC(=O)CN1C(=O)NC2(CCCCC2C)C1=O (centres undefined)	24	1	-0.4	1	0.8	-4	0	101	-2	-1
CCOc1ncccc1C(=O)OCC(=O)N1CC(=O)Nc2ccccc21	10	6	-0.1	3	-0.9	3	4	103	-3	4
COc1ccc(OC)c(-c2nn(-c3ccccc3)cc2C(=O)NCC(c2ccco2)N2CCCC2)c1 (centres undefined)	54*	-11	0.3	-3	-0.7	2	-6	103	0	-2
S=c1nccc(-c2ccc3c(c2)CCO3)[nH]1	5	-5	0.2	0	-0.1	59*	0	103	-4	-5
COc1cccc(N2CC(O)Cn3c2nc2c3c(=O)n(CCCc3ccccc3)c(=O)n2C)c1 (centres undefined)	-5	9	-0.2	-1	4.1	-1	23	116	2	·
COc1ccccc1N(CC(=O)NC1CCCCC1)C(=O)c1csnn1	1	2	0.0	3	-1.8	-2	0	94	17	-8
NC1=NC(=O)/C(=C\c2ccco2)S1	2	1	0.1	3	-0.6	-6	4	99	4	-2
CC(=O)[C@H]1[C@H](C#N)C[C@H]2[C@@H]3CC=C4C[C@@H](O)CC[C@]4(C)[C@H]3CC[C@@]21C	4	0	0.1	-2	0.9	3	6	101	-3	-5
CN(Cc1ccccc1)CC(O)COc1ccc(CNCCc2cccnc2)cc1 (centres undefined)	-14	-5	0.6	-3	-0.6	15	2	96	-2	-9
CCC(=O)Nc1cccc(C2=NOC3(C2)C[C@@H](C(N)=O)N(C(=O)c2ccc(OC)cc2)C3)c1 (some centres undefined)	-4	1	-0.3	1	-0.9	19	3	95	-2	-10
O=C(NC(N1CCOCC1)C(Cl)(Cl)Cl)c1ccco1 (centres undefined)	2	-1	0.4	-1	-0.2	0	-1	107	-5	-5
COc1cc(/C=C/c2cccc[n+]2C)ccc1OCC(=O)Nc1ccccc1	10	2	-0.1	3	-0.3	-8	-3	99	5	-5
Cc1cc(N2CCCC2=O)ccc1S(=O)(=O)Nc1c(C)nn(C)c1C	-27	1	0.5	-4	1.3	-1	-14	100	-3	4
COc1ccc(S(=O)(=O)N2c3ccc(F)cc3CCC2C)cc1 (centres undefined)	6	-5	0.0	7	-0.8	18	-14	137	0	-5
COc1c(C)cc(C(=O)C2CCCN(C(=O)/C=C/c3ccccn3)C2)cc1C (centres undefined)	-4	0	0.0	1	-0.4	1	0	97	6	-6

Next compounds
SMILES	Vif imaging	HTR2A ag	aDG glyco up	Glyco luc inh	iPSC survival up	Granule exo inh	H9c2 protect	ABCB6 inh 2	PDI turbidity	CaV13 FRET inh
Clc1ccc(-c2nnc(SCc3nc4ccccc4s3)o2)cc1	4	3	-0.2	-3	0.0	-13	-5	119	-5	-1
CC(C)CNC(=O)c1ccc(COc2ccc(Cl)cc2Cl)o1	2	-3	0.9	0	3.5	0	-13	105	4	·
Cc1cc(-c2ccc(S(=O)(=O)N3CCN(c4cccc(C(F)(F)F)c4)CC3)s2)on1	5	-7	0.4	-3	-0.4	0	-7	98	-2	-3
COc1ccc(/C=N/NC(=O)c2cccc(C(F)(F)F)c2)cc1	-1	5	-0.1	2	-0.2	-2	1	98	-2	·
CC(C)Cc1nnc(NC(=O)C23CC4CC(CC(C4)C2)C3)s1	-11	0	0.3	4	0.7	16	3	97	-1	-20
COc1cccc(NC(=O)C(=O)NCCCn2ccnc2)c1	13	3	0.0	-1	2.4	-1	13	102	-3	-6
CC1(CCc2ccccc2)NC(=O)N(CC(=O)O)C1=O (centres undefined)	1	-1	0.0	-1	-0.6	-3	0	97	0	-6
COC(=O)[C@@H]1C[C@@]2(O)[C@H](O)[C@H](O)[C@H](O)C[C@H]2N1CC1CC1	-3	8	0.0	3	0.7	-3	3	105	17	-5
COc1ccc(C(=O)NCc2nnc(SCC(=O)c3ccccc3)n2C)cc1	7	2	0.2	1	0.6	-28	3	92	-1	-6
CCOC(=O)c1nc2cc3n(c(C)c-2c1C)C(C)C(C)=C3C (centres undefined)	-6	5	0.5	4	1.1	-3	-16	93	-6	-4
COc1ccccc1S(=O)(=O)N(C)C[C@H]1OCc2cnnn2CCCC(=O)N([C@H](C)CO)C[C@H]1C	-15	-1	0.2	2	-1.9	0	7	104	-1	-9
Cc1cc(N/N=C/c2ccc(F)cc2)nc(-n2nc(C)cc2C)n1	-1	-4	1.1	-2	-0.7	4	28	99	5	-4
CC(C)c1ccc(CNc2ncc(Br)cn2)cc1	-5	5	-0.1	0	-0.1	-12	-8	101	-10	-13
Cc1ccc(CCCOC(=O)C[N+]2(C)CCOCC2)cc1	·	5	0.0	-1	-0.9	1	-9	100	-7	-2
N#Cc1cc(-c2ccccc2)nnc1Sc1ccc(F)cc1	23	-5	-0.2	0	-1.6	1	-4	101	-3	-1
O=C(c1ccc2c(=O)n3c(nc2c1)CCCCC3)N1CCN(c2ccc(F)cc2)CC1	-11	-1	0.1	3	-0.5	-1	6	100	4	0

Not a hit list, and some 3.1% of all compounds hit somewhere here.
